# Bioassay records from PubChem BioAssay.
# PTAP TSG101 blk: blocks PTAP/TSG101 interaction to inhibit HIV-1 budding; 340,000 tested, under 10 active; Fluorescence polarization, FITC-PTAP peptide / Tsg101 binding; AID 493005; Q99816; Potency, µM (series often up to 115 µM), for inactives: at the top dose activity change, negative = inhibition, most hits filed as inhibitors; active means well fitted inhibition curve with a large enough effect in the main read-out, with a control signal flat, not every such curve was filed as active; inconclusive means small, poorly fitted or top-dose-only effect, or effect the other way, or a change in a side signal; inactive means no such curve, though single readings can be large or run the other way; further: potency means the concentration at half of the fitted maximal effect; % of control where 0% means no effect
#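 FP read-out: FITC-PTAP peptide, 50 nM final, binding Tsg101 binding domain, 10 uM final; 20 min, r.t.; 10 mM HEPES pH 7.5, 0.15 M NaCl, 0.01% Tween 20, 3 mM EDTA, 0.1 mM TCEP.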
# TCR act: activators of T cell receptors. Potency, µM (doses to about 9.22 µM), for the others: top-dose activation of IL-2 secretion, actives largely listed as activators. 330,000 tested, under 10 active. primary human leukocytes, anti-CD3, IL-2 HTRF, 48 h; further: % of control where 0% means no effect
#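 TCR engagement came from a-CD3 beads alone, with compounds added to primary human leukocytes for 48 hr. Secreted IL-2 bridged europium cryptate- and d2-labelled anti-IL-2 antibodies, giving FRET emission at 665nm after 320nm excitation.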
# CXXC DNA block: MLL CXXC-DNA interaction inhibition | Q03164 | MLL-CXXC / FITC-HOXA9 DNA fluorescence polarization | Potency, µM (top dose mostly 115 µM), without a hit: at the top dose activity change, negative = inhibition, most hits filed as inhibitors | 290,000 tested, 0.037% active; active means well fitted inhibition curve with a large enough effect in the polarisation, with a control signal flat, not every such curve was filed as active; inconclusive means small, poorly fitted or top-dose-only effect, or effect the other way, or a change in a side signal; inactive means no such curve, though single readings can be large or run the other way; the % refers to the polarisation; further: potency means the concentration at half of the fitted maximal effect
#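 Purified MLL-CXXC (added from a 7 uM solution) was preincubated 5 min at ambient with pinned compounds in 50 mM Tris-HCl pH 7.5, 50 mM NaCl, 1 mM DTT, 0.05% BSA. Fluorescein-labeled HOX-A9 DNA (50 nM solution) followed, 30 min, then polarization read.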
# BRCA1 expr act: activators of BRCA1 expression; MCF7-BRCA1-FFLuc reporter, luminescence, 48 h; response scale: scaled: vehicle 0%, 10 µM genistein 100%; Potency, µM (doses to about 46.1 µM), for the others: at the top dose activation, actives largely listed as activators; 380,000 tested, 1.1% active; further: potency means the concentration at half of the fitted maximal effect; nearly all actives have a fitted effect of over 80% in size; some results filed as inactive show a strong effect at the top dose
#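 MCF7-BRCA1-FFLuc, 2000 cells/well; 2 h attach, 37 °C/5% CO2; compound 48 h; luciferase substrate 15 min; luminescence end-point. Norm. to genistein 10 microM max activation and DMSO; concentration-response curves fitted.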
# AT treatment: candidate therapy for ataxia-telangiectasia; […] A-T fibroblasts, KAP-1 phosphorylation AlphaLISA; neocarzinostatin DNA damage 30 min before lysis; Potency, µM (doses to about 57.5 µM), inactives show top-dose activation, most hits filed as activators; 320,000 tested, 0.19% active; further: potency means the concentration at half of the fitted maximal effect; % of control where 0% means no effect; nearly all actives have a fitted effect of over 45% in size
#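 hTERT-immortalized A-T patient fibroblasts ([…]), 500 cells/well in OPTI-MEM, 1% FBS, got compounds for 60 min, then NCS for 30 min at 37C. Lysates were then assayed for phospho-KAP-1 by AlphaLISA (anti-pKAP1 donor, anti-KAP1 acceptor beads), 6 hr at 25C.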
# B2AR arrestin: recruits beta-arrestin to the human beta2-adrenergic receptor; beta-arrestin recruitment to beta2AR, cell-based reporter; 330,000 tested, 0.02% active; P07550; Potency, µM (top dose mostly 46.1 µM), for the others: at the highest dose activation, most hits filed as activators;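 further: potency means the concentration at half of the fitted maximal effect; 0% = DMSO controls and full agonism = EC100 isoproterenol or metaproterenol; nearly all actives have a fitted effect of over 65% in size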
# p53 reactivator: re-activators of mutant p53; 320,000 tested, 0.063% active; AID 504706; Potency, µM (top dose mostly 92.2 µM), for inactives: at the top dose activity change, positive = activation, most hits filed as activators; H1299 p53-A138V BP100-luciferase reporter, luminescence, 24 h; further: potency means the concentration at half of the fitted maximal effect; % of control where 0% means no effect; nearly all actives have a fitted effect of over 45% in size
#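 p53-null H1299 cells stably carrying temperature-sensitive p53-A138V and a BP100-luciferase reporter were pinned with compounds (4-point, 1:5 series) and held 24 hrs at 37 deg C. Luminescence was read 10 min after detection reagent.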
# Integrin act MD: activators of alpha7 integrin expression for muscular dystrophy | AID 624291 | Potency, µM (top dose mostly 38.3 µM), inactives show at the top dose activation, usual class: activators | alpha7betagal myoblasts, beta-gal FDG fluorescence, 48 h | 350,000 tested, 0.064% active;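 further: potency means the concentration at half of the fitted maximal effect; 100% = response of the positive control SU9516; nearly all actives have a fitted effect of over 60% in size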
#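 alpha7betagal+/- myoblasts (passage 13, 250/well) treated 48 h at 37C with compounds at 1:260 dilution of DMSO stock. Lysed, then beta-galactosidase activity read as FDG fluorescence (ex 480/em 540) after 30 min, with pre-read for autofluorescence.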
# ELG1 DNA repair: ELG1-dependent DNA repair inhibition; HEK293T ELG1-luciferase reporter, luminescence, 16 h; DNA damage induced by 5-fluorouridine; Potency, µM (doses to about 46.1 µM), inactives show at the highest dose activity change, negative = inhibition, actives largely listed as inhibitors; 330,000 tested, 2.3% active; AID 504467; further: potency means the concentration at half of the fitted maximal effect; on the % scale 0 is the no-effect control and ±100 the full control effect; nearly all actives have a fitted effect of over 55% in size
#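 In this reporter screen, reduction of luminescence relative to DMSO vehicle indicated activity. Compounds and 5-fluorouridine were added together to 2,000 cells per well, incubated for 16 hr at 37 °C, then developed with ONE-Glo.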
# TRPV1 agonist: activates the human vanilloid receptor TRPV1; Q8NER1; TRPV1-expressing cells, Fluo-8 calcium influx, agonist mode; activation, % at 8.33 µM; 320,000 tested, 0.19% active; AID 540275; in the data active means activation above about 80%; inconclusive means between about 30% and that limit; further: 0% is about no effect
# Target sequence (Q8NER1 whole entry, looked up): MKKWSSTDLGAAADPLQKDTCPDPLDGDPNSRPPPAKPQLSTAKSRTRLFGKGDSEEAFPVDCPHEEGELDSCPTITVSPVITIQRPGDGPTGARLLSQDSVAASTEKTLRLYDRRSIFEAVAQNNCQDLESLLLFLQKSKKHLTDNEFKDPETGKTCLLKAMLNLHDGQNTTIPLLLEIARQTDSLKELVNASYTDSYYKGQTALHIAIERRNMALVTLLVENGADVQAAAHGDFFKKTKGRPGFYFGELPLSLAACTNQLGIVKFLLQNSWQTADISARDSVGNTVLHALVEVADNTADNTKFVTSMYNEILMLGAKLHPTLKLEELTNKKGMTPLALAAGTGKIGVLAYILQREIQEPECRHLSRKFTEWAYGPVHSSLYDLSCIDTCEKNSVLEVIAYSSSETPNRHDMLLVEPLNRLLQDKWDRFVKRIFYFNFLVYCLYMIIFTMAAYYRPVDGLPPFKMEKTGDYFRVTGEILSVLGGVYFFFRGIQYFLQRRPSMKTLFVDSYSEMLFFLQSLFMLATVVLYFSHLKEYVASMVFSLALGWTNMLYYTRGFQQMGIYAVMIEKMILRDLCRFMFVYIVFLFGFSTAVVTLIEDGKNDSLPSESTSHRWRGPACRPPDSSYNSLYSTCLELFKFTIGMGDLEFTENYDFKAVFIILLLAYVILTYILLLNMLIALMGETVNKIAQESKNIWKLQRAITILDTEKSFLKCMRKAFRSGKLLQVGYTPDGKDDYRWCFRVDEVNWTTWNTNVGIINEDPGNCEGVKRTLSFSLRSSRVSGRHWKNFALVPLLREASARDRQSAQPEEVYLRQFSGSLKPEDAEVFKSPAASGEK
#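 Fluo-8 calcium influx in TRPV1-expressing cells, kinetic read (ex 480/em 520 nm). Compound added and read 3 min for agonist activity, followed by capsaicin at EC20 final and 2 min further read for enhancement.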
# * = called active by the depositor; ? = inconclusive; . = not tested or not shown; [ ] = another dose, or the depositor's remark. Unless noted, the call rests on the fitted dose curve; in most records, active means well fitted curve in the direction sought with a large enough effect; inconclusive means small, poorly fitted or top-dose-only effect, or another doubt; inactive means no such curve, though single readings can be large; an effect the other way counts as inactive or inconclusive.
SMILES,PTAP TSG101 blk,TCR act,CXXC DNA block,BRCA1 expr act,AT treatment,B2AR arrestin,p53 reactivator,Integrin act MD,ELG1 DNA repair,TRPV1 agonist
O=C(NCc1cccs1)C1CCCN(c2ncccn2)C1 (stereo unspecified),-1%,2%,4%,1%,11%,-0.3%,-3%,4%[7.66 µM],8%,1
CC(=O)Nc1cc(C(=O)OC(C(=O)c2ccccc2)c2ccccc2)ccc1C (stereo unspecified),-5%,-6%,-6%,4%,-3%,0.5%,-2%,4%,1%,-3
CCC(c1nnnn1Cc1ccco1)N(Cc1ccccc1OC)Cc1cc2cc(C)ccc2[nH]c1=O (stereo unspecified),2%,6%,-4%,-22%,7%,0.2%,8%,-21%,?,15
COc1ccc(N2C(=O)CC(N3CCC(O)(c4ccc(Br)cc4)CC3)C2=O)cc1 (stereo unspecified),-2%,-10%,1%,21%,15%,-1.1%,5%,8%,2%,-2
Cc1ccc2sc(NC(=O)c3cccc(N4C(=O)CCC4=O)c3)nc2c1C,1%,2%,-7%,-5%,8%,0.2%,7%,25%,?,1
Cc1ccc(-c2nc(CSc3nc4ccccc4c(=O)n3CCO)cs2)cc1,-1%,-11%[46.1 µM],-2%,-42%,0%,0.3%,9%,15%,-2%,?
C=CCOc1ccc(C2=NOC(C(=O)Nc3ccc4c(c3)OCCO4)C2)cc1OC (stereo unspecified),-1%,6%,12%,-21%,0%,-0.6%,-4%,-7%,-27%,1
CCCCn1c(=O)c(Cc2ccccc2)c(O)c2ccccc21,-3%,4%,11%,-8%,6%,-0.2%,0%,8%,-2%,0
CCOC(=O)C1CCCN(S(=O)(=O)c2ccc3c(c2)CC(C)N3C(=O)C2CC2)C1 (stereo unspecified),-6%,2%,-5%,-13%,1%,0.9%,-2%,0%,-7%,11
Cc1ccccc1C(=O)Nc1ccccc1-c1nnn(CC(=O)Nc2ccc3c(c2)OCCO3)n1,-3%,4%,-10%,-47%,0%,0.1%,-3%,0%,10%,2
Cc1cc(C(=O)O)ccc1-c1ccc(/C=C2\NC(=O)N(Cc3ccccc3Cl)C2=O)o1,5%,1%,11%,3%,-1%,-0.6%,-2%,3%,-3%,5
CC(Oc1ccccc1)C(=O)N=C1SC2CS(=O)(=O)CC2N1Cc1ccc(F)cc1 (stereo unspecified),-12%,12%,-2%,-9%,3%,-0.1%,-4%,33%,4%,1

# Sorted by SMILES length (ascending): 3 of the compounds above.
SMILES,PTAP TSG101 blk,TCR act,CXXC DNA block,BRCA1 expr act,AT treatment,B2AR arrestin,p53 reactivator,Integrin act MD,ELG1 DNA repair,TRPV1 agonist
Cc1ccc(-c2nc(CSc3nc4ccccc4c(=O)n3CCO)cs2)cc1,-1%,-11%[46.1 µM],-2%,-42%,0%,0.3%,9%,15%,-2%,?
C=CCOc1ccc(C2=NOC(C(=O)Nc3ccc4c(c3)OCCO4)C2)cc1OC (stereo unspecified),-1%,6%,12%,-21%,0%,-0.6%,-4%,-7%,-27%,1
CCC(c1nnnn1Cc1ccco1)N(Cc1ccccc1OC)Cc1cc2cc(C)ccc2[nH]c1=O (stereo unspecified),2%,6%,-4%,-22%,7%,0.2%,8%,-21%,?,15

# (next part)
SMILES,PTAP TSG101 blk,TCR act,CXXC DNA block,BRCA1 expr act,AT treatment,B2AR arrestin,p53 reactivator,Integrin act MD,ELG1 DNA repair,TRPV1 agonist
Cc1c(F)cccc1NS(=O)(=O)c1ccc2c(c1)c(=O)n(C)c(=O)n2C,0%,0%,-7%,-29%,-6%,-0.1%,-3%,1%,?,0
O=C(CSc1ccc(-c2ccco2)nn1)Nc1ccc(F)cc1,-3%,1%,5%,-13%,9%,-0.5%,-17%,0%,?,6
CN(C)CCN(C(=O)c1ccc(S(=O)(=O)N(C)c2ccccc2)cc1)c1nc2cc3c(cc2s1)OCO3,1%,-2%,-20%,56%,-8%,-0.7%,0%,-43%,6%,-1
Cc1ccc(-c2cc(C(=O)Nc3cc(C)on3)c3ccccc3n2)c(C)c1,0%,-3%[46.1 µM],5%,-35%,-4%,9.3%,2%,0%,-2%,17
O=C(CCNC(=O)c1ccccc1Cl)NCCc1ccc(Cl)cc1,-4%,2%,-2%,7%,-3%,0.2%,-3%,-2%,12%,0
Cc1ccnc(NC(=O)c2cccc(NC(=O)CC3SC(N4CCCCC4)=NC3=O)c2)c1 (stereo unspecified),0%,12%,.,40%,-6%,-0.2%,4%,0%,?,1
COCCCn1c(SCC(=O)NC2CCCCC2)nc2ccccc2c1=O,0%,0%,-5%,13%,-7%,0.1%,1%,-5%,0%,6
CC1(C)CC2CC(C)(CN2C(=O)COC(=O)c2cccc([N+](=O)[O-])c2)C1 (stereo unspecified),-1%,1%,.,-19%,5%,-0.3%,-1%,-22%,?,.
CC(NC(=O)c1cccc(S(=O)(=O)N2CCN(Cc3ccccc3)CC2)c1)c1ccc(Cl)cc1 (stereo unspecified),5%,-2%,.,-26%,4%,0.2%,8%,-65%[inhibitor],?,7
Cc1cccc(NC(=O)Nc2cccc(C)n2)n1,-2%,-6%,-2%,81%,8%,0.2%,8%,0%,?,7
CC(=O)Nc1ccc(NC(=S)NC(=O)C2CCCC2)cc1,0%,-3%,-9%,33%,-6%,0.0%,-2%,-16%,1%,-1
Cc1ccc(S(=O)(=O)NCC(=O)NCC2CCCCC2)cc1C,-1%,2%,5%,-8%,-2%,-0.9%,0%,-8%,-6%,?

# Ordered by the number under TRPV1 agonist (largest number first): 6 of the compounds above
SMILES	TRPV1 agonist
Cc1ccc(-c2cc(C(=O)Nc3cc(C)on3)c3ccccc3n2)c(C)c1	17
Cc1cccc(NC(=O)Nc2cccc(C)n2)n1	7
O=C(CSc1ccc(-c2ccco2)nn1)Nc1ccc(F)cc1	6
Cc1ccnc(NC(=O)c2cccc(NC(=O)CC3SC(N4CCCCC4)=NC3=O)c2)c1 (stereo unspecified)	1
Cc1c(F)cccc1NS(=O)(=O)c1ccc2c(c1)c(=O)n(C)c(=O)n2C	0
CN(C)CCN(C(=O)c1ccc(S(=O)(=O)N(C)c2ccccc2)cc1)c1nc2cc3c(cc2s1)OCO3	-1

# (listing goes on)
SMILES,PTAP TSG101 blk,TCR act,CXXC DNA block,BRCA1 expr act,AT treatment,B2AR arrestin,p53 reactivator,Integrin act MD,ELG1 DNA repair,TRPV1 agonist
COc1ccccc1-n1c(CNC(=O)c2ccco2)nnc1SCC(=O)Nc1cc(C)ccc1C,-6%,-2%,3%,-20%,3%,-0.3%,12%,-43%,-17%,.
CCSc1ccccc1C(=O)NCCCn1ccnc1,-5%,-9%,-7%,1%,12%,-0.4%,-3%,-17%,3%,0
CCCCCN(C(=O)CCC(=O)OCCOc1ccccc1)c1c(N)n(CCCC)c(=O)[nH]c1=O,-1%,0%,.,-6%,12%,-0.4%,3%,-1%,14%,-1
COc1cc(C2N=C(c3ccccc3)NO2)cc(Br)c1O (stereo unspecified),-7%,-2%,-2%,-14%,9%,-1.4%,10%,18%,?,-10
O=C(O)CSc1cc(NS(=O)(=O)c2ccc(Br)cc2)c2ccccc2c1O,-4%,0%,-22%,-91%,4%,-1.5%,-15%,5%,15µM*,2
O=C(NCc1ccccc1)C1CCCN(S(=O)(=O)c2cccs2)C1 (stereo unspecified),-4%,.,6%,-7%,5%,0.0%,-2%,10%,1%,4
COc1ccc(C)cc1N(CC(=O)NC1CCCC1)C(=O)Cn1nnc(-c2ccc(C)o2)n1,-12%,-1%,-7%,0%,-7%,-0.1%,-9%,-13%,1%,7
Cc1ccc(NNC(=O)CCc2ccccc2)c(C)c1,-3%,5%,0%,-16%,8%,-0.2%,-4%,-6%,?,.
O=C1C2CCCCN2C(=O)N1CCN1CCN(c2ccc(F)cc2)CC1 (stereo unspecified),-2%,7%,.,11%,.,.,.,-1%,.,.
Cc1ccc(CN2CCCCC2C(=O)Nc2ccc(Oc3cccnc3)cc2)o1 (stereo unspecified),-1%,-2%,20%,-61%,7%,0.5%,-6%,-4%,2%,?
O=S(=O)(Nc1ccccc1)c1ccc(-c2csnn2)cc1,0%,2%,-6%,-10%,-1%,0.5%,-4%,8%,?,3
COC(=O)C1CC23C=CCN4CCC5(c6ccccc6NC15C2C)C43 (stereo unspecified),2%,1%,-2%,-74%,0%,-0.3%,-4%,-14%,?,-2
CCN1CCN(C(=S)NCC2CCCO2)CC1 (stereo unspecified),-12%,0%,8%,-7%,-4%,-0.2%,-1%,15%,-3%,4
